Source: PubChem (National Center for Advancing Translational Sciences (NCATS))
LDHA inh: qHTS assay for inhibitors of human lactate dehydrogenase; L-lactate dehydrogenase A chain (Homo sapiens), P00338; purified LDHA, NADH/diaphorase-resazurin fluorescence; stronger effect = lower value; activity change, % (values are at about 110 or 230 µM); hit rate 0.15% among 480,000; AID 1347041, 2019; in the data active means activity change below about -30%; inconclusive means mostly about -25% to -30%;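 further: plate controls were DMSO wells for no effect and wells without enzyme for full effect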
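Resorufin fluorescence (ex540/em590), read at 0 and 20 min after diaphorase/resazurin addition, reports the NADH left after a 5 min room-temperature reaction of 2 nM human LDH5 with 0.06 mM NADH and 0.2 mM pyruvate.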
Pol kappa inh: qHTS for Inhibitors of Polymerase Kappa; Potency, µM (highest dose often 107 µM), for the others: at the highest dose activity, negative = inhibition, most hits filed as inhibitors; hit rate 0.53% among 400,000; purified Pol kappa, fluorescent DNA synthesis assay, 10 min; DNA polymerase kappa (Homo sapiens), Q9UBT6; further: potency means the concentration at half of the fitted maximal effect; on the % scale 0 is the no-effect control and ±100 the full control effect
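Pol kappa 10 nM + cpd, 15 min RT; start w/ substrate 50 nM final; fluorescence kinetic read, 0 and 10 min. Neg ctrl: buffer, no enzyme.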
APEX1 inh: qHTS Assay for Inhibitors of the Human Apurinic/apyrimidinic Endonuclease 1 (APE1); recombinant APE1, TAMRA/BHQ-2 abasic DNA cleavage fluorescence; hit rate 0.35% among 350,000; AID 2517, 2012; Potency, µM (top dose mostly 65.8 µM), without a hit: at the top dose activity change, negative = inhibition, most hits filed as inhibitors;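 further: potency means the concentration at half of the fitted maximal effect; plate controls were vehicle for no effect and reference inhibitor for full effect; nearly all actives have a fitted effect of over 55% in size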
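Step 1: APE1 (0.75 nM) with compound, 15 min RT. Step 2: add 50 nM fluorophore/quencher THF duplex. Step 3: three fluorescence reads 60 s apart (525/598 nm); read 3 minus read 1 = reaction progress.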
POLI inh: qHTS for Inhibitors of Polymerase Iota; DNA polymerase iota (Homo sapiens), Q9UNA4; Potency, µM (top dose mostly 115 µM), inactives show at the top dose activity, negative = inhibition, hits mostly inhibitors; Pol iota fluorescent replication assay, 10 min; AID 588590, 2011; hit rate 1% among 390,000; further: potency means the concentration at half of the fitted maximal effect
Target sequence (Q9UNA4 whole entry, looked up): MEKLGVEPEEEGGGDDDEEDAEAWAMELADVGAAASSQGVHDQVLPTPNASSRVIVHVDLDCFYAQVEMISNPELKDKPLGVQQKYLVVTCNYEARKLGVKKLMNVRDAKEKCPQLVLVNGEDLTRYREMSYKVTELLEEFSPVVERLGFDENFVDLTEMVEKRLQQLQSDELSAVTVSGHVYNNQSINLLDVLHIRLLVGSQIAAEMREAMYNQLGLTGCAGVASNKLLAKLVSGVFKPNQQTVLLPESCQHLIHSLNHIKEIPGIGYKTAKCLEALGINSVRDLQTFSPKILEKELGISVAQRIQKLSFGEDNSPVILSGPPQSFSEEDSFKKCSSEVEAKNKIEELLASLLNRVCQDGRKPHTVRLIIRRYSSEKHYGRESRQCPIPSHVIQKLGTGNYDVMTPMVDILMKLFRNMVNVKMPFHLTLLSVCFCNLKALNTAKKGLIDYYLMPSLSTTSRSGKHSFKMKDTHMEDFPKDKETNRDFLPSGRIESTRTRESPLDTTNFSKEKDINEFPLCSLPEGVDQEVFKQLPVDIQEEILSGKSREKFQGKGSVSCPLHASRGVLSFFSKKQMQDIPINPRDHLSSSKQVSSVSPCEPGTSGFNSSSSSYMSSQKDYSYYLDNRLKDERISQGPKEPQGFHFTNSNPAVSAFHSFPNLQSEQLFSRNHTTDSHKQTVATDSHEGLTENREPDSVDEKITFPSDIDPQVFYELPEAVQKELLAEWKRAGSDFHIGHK
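Pol iota at 10 nM preincubated 15 min with compounds at room temperature; reaction started with fluorescent substrate, 50 nM final. Fluorescence read kinetically at 0 and 10 min; buffer-only wells as negative control.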
GRP78 ERSR act: qHTS for Inducers of the Endoplasmic Reticulum Stress Response (ERSR) in Human Glioma: qHTS. U87-MG GRP78 promoter luciferase reporter, 16 h. Potency, µM, for the others: at the top dose activation, actives largely listed as activators. hit rate 0.02% among 420,000; further: potency means the concentration at half of the fitted maximal effect; series mostly up to about 76 µM; % of control where 0% means no effect; nearly all actives have a fitted effect of over 35% in size
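Stably transfected U87-MG human glioma cells carrying a GRP78-based luminescent sensor were seeded at 1000 cells/well, pin-dosed with compounds and incubated 16 h. Luciferase reagent was then added, and end-point luminescence was read after 10 min at room temperature.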
BLM inh: qHTS Assay for Inhibitors of Bloom's syndrome helicase (BLM). RecQ-like DNA helicase BLM (Homo sapiens), P54132. hit rate 0.2% among 350,000. recombinant BLM DNA unwinding, fluorescence dequenching. Potency, µM (titrated, usually from 56.1 µM), for the others: top-dose activity change, negative = inhibition, hits mostly inhibitors. AID 2528, 2010;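 further: potency means the concentration at half of the fitted maximal effect; plate controls were vehicle for no effect and no enzyme for full effect; nearly all actives have a fitted effect of over 35% in size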
Pol eta inh: qHTS for Inhibitors of Polymerase Eta; recombinant Pol eta, fluorescent DNA replication assay; Potency, µM (top dose mostly 114 µM), inactives show at the highest dose activity change, negative = inhibition, usual class: inhibitors; AID 588591, 2011; hit rate 1.2% among 390,000; further: potency means the concentration at half of the fitted maximal effect; on the % scale 0 is the no-effect control and ±100 the full control effect
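Fluorescent replication assay: 50 nM final substrate added after a 15 min room-temperature compound preincubation with 10 nM enzyme. Signal taken at 0 min and again at 10 min.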
Apoferritin bind: qHTS Assay for Identification of Novel General Anesthetics; hit rate 0.074% among 350,000; Potency, µM (top dose mostly 77.5 µM), for inactives: at the top dose activity change, negative = displacement, hits mostly inhibitors; apoferritin/1-aminoanthracene competitive binding, fluorescence; Ferritin light chain (Equus caballus), P02791; AID 485281, 2010; further: potency means the concentration at half of the fitted maximal effect; on the % scale 0 is the no-effect control and ±100 the full control effect; nearly all actives have a fitted effect of over 20% in size
Target sequence (P02791 2-175 limits assumed): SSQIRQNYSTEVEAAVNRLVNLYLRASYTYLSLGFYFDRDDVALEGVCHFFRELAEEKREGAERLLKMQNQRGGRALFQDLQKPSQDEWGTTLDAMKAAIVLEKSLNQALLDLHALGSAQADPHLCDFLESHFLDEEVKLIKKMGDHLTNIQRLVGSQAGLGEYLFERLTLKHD
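10 uM apoferritin + 50% sat. 1-AMA, PBS; cpd 10 min RT; Ex380/Em535 endpoint; normalized to free probe vs complex; 4-param Hill fit; propofol titration as pos. ctrl.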
Pol beta inh: qHTS Assay for Inhibitors of DNA Polymerase Beta. Potency, µM (titrated, usually from 114 µM), without a hit: top-dose activity change, negative = inhibition, hits mostly inhibitors. Pol beta primer extension/strand displacement, fluorescence kinetic. AID 485314, 2010. hit rate 1.3% among 340,000; further: potency means the concentration at half of the fitted maximal effect; on the % scale 0 is the no-effect control and ±100 the full control effect
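Pol beta (10 nM) and compounds were preincubated 15 min at room temperature, then 50 nM substrate (final) started primer extension/strand displacement. Reads were taken at 0 and 10 min; concentration-response data were fitted to a four-parameter Hill equation.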
* = called active by the depositor; ? = inconclusive; . = not tested or not shown; & = joins results of further samples; [ ] = remark or other dose. Unless noted, the call rests on the fitted dose curve; in most records, active means well fitted curve in the direction sought with a large enough effect; inconclusive means small, poorly fitted or top-dose-only effect, or another doubt; inactive means no such curve, though single readings can be large; an effect the other way counts as inactive or inconclusive.

SMILES	LDHA inh	Pol kappa inh	APEX1 inh	POLI inh	GRP78 ERSR act	BLM inh	Pol eta inh	Apoferritin bind	Pol beta inh
CC[C@H](C)[C@H](NC(=O)[C@H](CCC(=O)O)NC(=O)CNC(=O)[C@H](CCCCN)NC(=O)[C@H](CCC(=O)O)NC(=O)[C@H](CCSC)NC(=O)[C@H](CCSC)NC(=O)[C@H](CCSC)NC(=O)[C@H](CCC(=O)O)NC(=O)CNC(=O)[C@H](CO)NC(=O)[C@H](CO)NC(=O)[C@H](CO)NC(=O)[C@@H](N)CC(N)=O)C(=O)N[C@@H](CCCCN)C(=O)O	.	-6%[60.1 µM]	-2%	.	1%	-1%	.	-2%	.
COC(=O)NCCOC(=O)N(O)c1ccc(Br)cc1	4	-5%	-3%	31%	-1%	0%	-20%	?	20%
O=S(=O)(c1ccc(F)cc1F)N1CCN(CCO)CC1	-10	-7%	.	5%	-2%	.	-11%	.	.
O=C(COc1ccc2c(c1)OCO2)NC12CC3CC(CC(C3)C1)C2	0	-7%	-1%	-4%	6%	-10%	-3%	?	4%
Cc1c(CCC(=O)N2CCC(C(=O)O)CC2)c(=O)oc2cc3oc4c(c3cc12)CCCC4	0	4%	-2%	-3%	-8%	3%	8%	3%	35µM*
COc1ccccc1N1CCN(c2cc(=O)n(-c3ccc(Cl)cc3)c(=O)[nH]2)CC1	1	-5%	-5%	-7%	-3%	4%	-7%	37%[activator]	2%
Cc1ccc(/C=C/C(=O)N2CCN(c3ncccn3)CC2)o1	-2	-24%	10%	?	-2%	-1%	?	1%	6%
Cc1nc2ccc(NC(=O)N3CCCCC3)cc2s1	-1	0%	0%	-7%[58.9 µM]	3%	1%	-16%	-7%	-2%
CCOc1cc(/C=N/n2cnnc2)c(Br)cc1O	0	-3%	0%	17%	1%	-2%	-11%	-19%	0%
CN1C(=O)C(C(=O)Nc2ccccc2F)c2ccccc21 (centres undefined)	-3	-15%	-1%	9%	4%	0%	-20%	-7%	4%
O=C(CN1C(=O)NC2(CCCC2)C1=O)N1CCN(c2ccccc2O)CC1	2	-16%	42%	24%	0%	.	0%	.	.
CC(C)CCNC(=O)CCCN1C(=O)c2ccccc2Sc2ncccc21	-2	2%	.	61%[activator]	-1%	3%	13%	4%	-9%
Cc1ccc(-c2nn(CCC#N)cc2C=C(C#N)C#N)cc1	0	-12%	11%	15%	1%	-1%	-2%	4%	0%
CCOc1ccc(CCNS(=O)(=O)c2c(C)nc3scc(C)n3c2=O)cc1OCC	-3&1	-9%&-1%	14%	-16%&7%	-5%&-3%	2%&-1%	2%&-9%	1%&-6%	4%&-20%
CCOC(=O)C1CCCN(c2c(NCCCN(CC)c3cccc(C)c3)c(=O)c2=O)C1 (centres undefined)	10	-1%	-1%	16%	?	-2%	-8%	-18%	27%
O=C(OCC(=O)c1ccc(Cl)cc1Cl)c1cnccn1	-5	-3%	-6%	38%[activator]	-4%	0%	-1%	5%	41%
COc1ccc(C2C(C(C)=O)=C(O)C(=O)N2c2ccc(F)cc2)cc1 (centres undefined)	-2	-10%	15%	-5%	-2%	-1%	0%	-5%	4%
COc1ccc(-c2nc(CS(=O)CC(=O)NCc3ccccn3)c(C)o2)cc1 (centres undefined)	1	7%	-9%	-1%	-5%	5%	-6%	6%	-20%
CCOC(=O)CSc1nc2ccccc2c(=O)n1-c1ccc(C(=O)NCCOC)cc1	1&-8	0%[60.1 µM]	0%	32%&-2%[activator]	-1%&-4%	1%&-3%	3%&-3%	-1%&-5%	0%&-5%
O=C(OCC(O)CN1CCCCC1)C12CC3CC(CC(C3)C1)C2 (centres undefined)	-4	0%	1%	13%	-2%	2%	-9%	-17%	0%
Cc1cccc(Oc2ccccc2NC(=O)C2=COCCO2)c1	-10	-22%	0%	-25%	-3%	.	-9%	.	.
CC(C)NCc1cccc([N+](=O)[O-])c1	-19	2%	8%	81%[activator]	-4%	-1%	-17%	-7%	1%
O=C(Nc1ccccc1)c1ccc2nc(-c3ccco3)c(-c3ccco3)nc2c1	29&15	45µM*	2%	40µM*	4%&-4%	32µM*	?	4%	20µM*
COc1ccc(OCC(=O)Nc2ccc(OC)c(S(=O)(=O)N3CCCCC3)c2)cc1	-5	-18%	19%	10%	-1%	.	-15%	.	.
COC(=O)C1=C[C@@H](C(=O)OC)[C@@H]2C3=C(C(=O)C2(C)C)[C@H](C)n2c(=O)n(-c4ccccc4)c(=O)n2[C@@H]3C1	-4	0%&-10%	-3%	30%&-3%	-2%&-6%	3%	-9%	-1%	.
The list continues.
SMILES	LDHA inh	Pol kappa inh	APEX1 inh	POLI inh	GRP78 ERSR act	BLM inh	Pol eta inh	Apoferritin bind	Pol beta inh
CN(C)S(=O)(=O)c1ccc(NC(=O)CSc2n[nH]c(=O)n2C2CC2)cc1	-6	-23%	4%	-4%	-2%	-7%	-5%	-9%	0%
O=C(/C=C/c1ccc(Cl)cc1)Nc1nccs1	-7	-4%	24%	0%	-7%	-14%	-3%	-5%	23%
Cc1ccc(C(=O)NCc2ccc(Cl)cc2)o1	-3	-3%	11%	21%	-4%	-2%	0%	-8%	19%
Cn1c(/C=C/c2ccc(Br)cc2)nc2ccccc2c1=O	-2	3%	33%	?	6%	-3%	-1%	5%	0%
Oc1ccccc1C1CCCCC1c1ccccc1 (centres undefined)	3	2%	-12%	105%[activator]	-8%	-17%	-15%	-3%	23%
C=CCn1c(/N=C/c2ccc(OC)cc2)nc2ccccc21	0	-7%	-7%	24%	1%	1%	-13%	-16%	7%
CCC(=S)/C=C1\Sc2ccc3ccccc3c2N1CCCS(=O)(=O)O	.	.	9%	.	.	1%	.	-13%	?
Cc1ccc2nc(N3CCN(C(=O)c4ccc(F)cc4)CC3)c(C#N)cc2c1	-2	-8%	-15%	-14%	-4%	-7%	-12%	1%	10%
CCOc1ccc(Nc2cc(C)c3ccccc3n2)cc1	1&6	-5%	2%	-2%	10%	-7%	-6%	10%	-10%
Cc1ccc(S(=O)(=O)C(CNC(=O)c2c(F)cccc2F)c2ccco2)cc1 (centres undefined)	3	-14%[60.1 µM]	.	-9%	0%	4%	6%	-13%	9%
O=C(O)c1ccc(-n2nncc2-c2ccccc2)cc1	-5	-4%	20%	7%	-5%	0%	-5%	0%	20%
Clc1cccc(Cl)c1/C=N\Nc1nccs1	-6	-8%	-6%	34%[activator]	1%	-2%	1%	?	1%
CCCCNC(=S)Nc1cc(S(=O)(=O)N2CCCCC2)ccc1C	-16	1%	-2%	53%[activator]	-2%	-10%	-22%	-15%	0%
CCOc1cccc2cc(C(N)=O)c(=NCc3ccccc3)oc12	2	-10%	-4%	16%	-2%	0%	-15%	-15%	8%
NC(=O)CN1C(=O)C2CCCCN2C(=O)c2ccccc21 (centres undefined)	0	7%	13%	12%	-6%	0%	-7%	-9%	44%
CC(=O)NC(Cc1cc(C)ccc1C)C(=O)N1CCN(C(=O)c2ccc([N+](=O)[O-])cc2)CC1 (centres undefined)	-4	-4%	6%	33%[activator]	-3%	0%	-19%	-8%	2%
CCCC[n+]1ccc(-c2nc3ccc([N+](=O)[O-])cc3[nH]2)cc1	-14	-4%	-2%	-8%	-2%	-2%	3%	-18%	?

Only part of the results is shown; count on the stated rates, not on these rows.
